Screening data from PubChem BioAssay.
CatB block = blocks human cathepsin B protease activity. inhibition, %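 (tested at 10 µM)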. P07858. purified cathepsin B, fluorogenic substrate, fluorescence. hit rate 0.1% among 63,000; in the data active = inhibition above about 21%;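 note: 0% = enzyme with no compound and 100% = no enzyme blank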
CatB mixtures = human cathepsin B inhibition by mixtures; P07858; Purified cathepsin B, AMC dipeptide fluorescence, compound mixtures; inhibition, %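 (ten-compound pools at 5 µM per compound and 50 µM total)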; hit rate 0.06% among 62,000; in the data active = inhibition above about 22%, passing the limit was not always enough;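 note: 0% = enzyme without compound and 100% = no enzyme blank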
FXIIa inh mix = blocks human factor XIIa in pooled compound mixtures | purified FXIIa, fluorogenic substrate | inhibition, % at 5 µM | hit rate 0.2% among 62,000 | AID 684;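 note: 0% = enzyme without compound and 100% = no enzyme blank; some results filed as inactive read as strong as hits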
Abs 340nm = compound absorbs light at 340 nm; compound absorbance at 340 nm, fold over control; 65,000 tested, under 10 active; fold change at 10 µM;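 active = at 10 µM dose, initial 340 nm absorbance at least 2 fold that of control wells; inactive = change under 2 fold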;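 note: initial absorbance extrapolated from kinetic A340 decline of NADH oxidation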
CatG inh = cathepsin G (human) inhibition; inhibition, % at 5 µM (by protocol); purified enzyme, AMC-tetrapeptide fluorescence, pooled mixtures; P08311; hit rate 0.2% among 62,000;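 active = inhibition above 20% in each of the two mixture wells holding the compound; inactive = inhibition of 20% or less in either well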;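 note: 0% = enzyme control without mixture and 100% = blank lacking enzyme; strong numbers were not always called active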
CatL inh = blocks human cathepsin L protease activity; hit rate 0.17% among 58,000; P07711; purified cathepsin L, fluorogenic substrate, fluorescence; inhibition, %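 (tested at 10 µM)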; in the data active = inhibition above about 45%;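 note: 0% = enzyme with no compound and 100% = no enzyme blank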
Target sequence (P07711 114-288 limits assumed): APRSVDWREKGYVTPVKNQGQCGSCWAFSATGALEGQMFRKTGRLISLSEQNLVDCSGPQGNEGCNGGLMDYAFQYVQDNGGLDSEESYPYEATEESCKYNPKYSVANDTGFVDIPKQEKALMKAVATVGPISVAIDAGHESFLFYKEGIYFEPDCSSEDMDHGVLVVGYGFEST
Target sequence (P07711 292-333 limits assumed): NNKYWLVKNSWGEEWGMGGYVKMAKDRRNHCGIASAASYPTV
FXIa inh mix = inhibitors of human coagulation factor XIa, pooled mixtures | purified FXIa, fluorogenic substrate | inhibition, % at 5 µM | hit rate 0.19% among 62,000 | AID 680;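 note: each value is inhibition by a whole ten-compound pool holding the compound; 0% = enzyme with no mixture and 100% = wells lacking enzyme; strong numbers were not always called active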
CatS inh = inhibitors of human cathepsin S; inhibition, %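 (tested at 5 µM per compound within 10-compound mixtures)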; P25774; hit rate 0.06% among 62,000; recombinant cathepsin S, AMC dipeptide fluorescence, pooled mixtures; in the data active = inhibition above about 32%, passing the limit was not always enough;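 note: 0% = enzyme without compound and 100% = blank without enzyme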
C1s inh = blocks human complement C1s protease activity; AID 538; P09871; purified C1s, fluorogenic AMC substrate, pooled mixtures; mean inhibition % of two 10-compound mixtures (stronger effect = higher value), % at 5 µM (by protocol); hit rate 0.16% among 62,000;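 active = inhibition above 20% in each of the two 10-compound mixture wells holding the compound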;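 note: 0% = enzyme wells lacking compound mixture and 100% = no-enzyme blank wells; some compounds called inactive have numbers as strong as hits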
Target sequence (P09871 16-437 limits assumed): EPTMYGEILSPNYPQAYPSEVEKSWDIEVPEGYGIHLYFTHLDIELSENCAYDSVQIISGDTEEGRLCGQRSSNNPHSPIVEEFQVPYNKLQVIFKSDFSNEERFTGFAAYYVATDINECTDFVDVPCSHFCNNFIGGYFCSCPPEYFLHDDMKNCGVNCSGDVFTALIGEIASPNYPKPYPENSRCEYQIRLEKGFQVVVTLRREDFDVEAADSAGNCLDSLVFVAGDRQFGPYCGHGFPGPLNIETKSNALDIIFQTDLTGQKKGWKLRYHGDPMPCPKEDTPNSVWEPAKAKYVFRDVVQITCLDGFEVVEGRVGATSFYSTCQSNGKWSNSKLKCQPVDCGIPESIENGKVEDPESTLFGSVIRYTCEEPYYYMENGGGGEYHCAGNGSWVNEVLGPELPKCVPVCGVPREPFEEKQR
Target sequence (P09871 438-688 limits assumed): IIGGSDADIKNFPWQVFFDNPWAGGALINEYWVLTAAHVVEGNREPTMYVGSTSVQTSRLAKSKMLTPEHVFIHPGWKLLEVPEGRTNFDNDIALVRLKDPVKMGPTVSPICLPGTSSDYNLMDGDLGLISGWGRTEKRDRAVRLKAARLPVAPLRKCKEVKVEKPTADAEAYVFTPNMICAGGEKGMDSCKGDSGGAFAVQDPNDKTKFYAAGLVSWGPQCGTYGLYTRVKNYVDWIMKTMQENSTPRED
* marks the source's active call; other numbers are inactive results. Cut-off read from the data, not from the text of the source, unless noted: active = inhibition above about 20% (passing the limit was not always enough); inactive = the rest.

What do the screens show for `CC1CCCN(Cc2nc3c(c(=O)n(C)c(=O)n3C)n2Cc2c(F)cccc2Cl)C1` (stereo not given)?
CatB block: -3; CatB mixtures: -3; FXIIa inh mix: -2; Abs 340nm: 1.1; CatG inh: -1; CatL inh: -4; FXIa inh mix: 7; CatS inh: -1; C1s inh: 0

Results for Cc1cc(C)n2nc(SCC#N)nc2n1 ?
CatB block: 1; CatB mixtures: 1; FXIIa inh mix: 2; Abs 340nm: 1; CatG inh: -1; CatL inh: 2; FXIa inh mix: 3; CatS inh: -4; C1s inh: 2

What do the screens show for `Cc1cc(NC(=O)CCCS(=O)(=O)c2nc(-c3cccs3)cc(C(F)(F)F)n2)no1`?
CatB block: -2; CatB mixtures: 5; FXIIa inh mix: 4; Abs 340nm: 1.2; CatG inh: 18; CatL inh: 4; FXIa inh mix: 7; CatS inh: -4; C1s inh: 11

How did COC(=O)c1cn(C(C)C(=O)NCc2ccco2)c2ccccc12 (stereo not given) do in these assays?
CatB block: -2; CatB mixtures: 1; FXIIa inh mix: 6; Abs 340nm: 1; CatG inh: -3; FXIa inh mix: 5; CatS inh: -8; C1s inh: 2

What do the screens show for `O=C(CN1CCN(c2ccc(F)cc2)CC1)c1ccc2c(c1)OCO2`?
CatB block: 3; CatB mixtures: 3; FXIIa inh mix: 10; Abs 340nm: 1; CatG inh: 8; CatL inh: 13; FXIa inh mix: 9; CatS inh: 10; C1s inh: 15

What do the screens show for `O=c1c2cc(N3CCOCC3)ccc2[nH]c(=S)n1CCCN1CCCC1`?
CatB block: 1; CatB mixtures: 9; FXIIa inh mix: -16; Abs 340nm: 1; CatG inh: -7; CatL inh: 9; FXIa inh mix: 2; CatS inh: 10; C1s inh: 0

What do the screens show for `CCNc1nc(N)nc(Oc2ccc(C(=O)OC)cc2)n1`?
CatB block: 0; CatB mixtures: 1; FXIIa inh mix: 8; Abs 340nm: 1.1; CatG inh: -2; CatL inh: -1; FXIa inh mix: 4; CatS inh: 4; C1s inh: -2

How did O=S(=O)(c1cccs1)N1CCN(CC(O)COC2CCCc3ccccc32)CC1 (stereo not given) do in these assays?
CatB block: 0; CatB mixtures: 0; FXIIa inh mix: 12; Abs 340nm: 1.1; CatG inh: -15; FXIa inh mix: 2; CatS inh: 1; C1s inh: -18

What do the screens show for `COCCn1c(SCCN2CCCCC2)nc2ccccc2c1=O`?
CatB block: 1; CatB mixtures: -4; FXIIa inh mix: 5; Abs 340nm: 1; CatG inh: 6; CatL inh: 16; FXIa inh mix: -3; CatS inh: 5; C1s inh: -3

Results for O=C(Nc1ccccc1)c1cccnc1N1CCOCC1 ?
CatB block: 2; CatB mixtures: -2; FXIIa inh mix: 36; Abs 340nm: 1; CatG inh: -1; CatL inh: 4; FXIa inh mix: 0; CatS inh: 1; C1s inh: -6

Results for CCCC1(C(=O)OCC)NC(c2ccc(N(C)C)cc2)C2C(=O)N(c3ccccc3)C(=O)C21 (stereo not given) ?
CatB block: 2; CatB mixtures: -10; FXIIa inh mix: 1; Abs 340nm: 0.99; CatG inh: 1; CatL inh: 2; FXIa inh mix: -17; CatS inh: 6; C1s inh: -36

How did OC(Cn1cncn1)c1ccc(Cl)cc1Cl (stereo not given) do in these assays?
CatB block: 0; CatB mixtures: 5; FXIIa inh mix: -6; Abs 340nm: 1; CatG inh: 15; CatL inh: 17; FXIa inh mix: 5; CatS inh: 4; C1s inh: 15

What do the screens show for `CN(c1ccccc1)c1nc(N2CCCC2)nc(-n2ccnc2)n1`?
CatB block: 0; CatB mixtures: 11; FXIIa inh mix: -1; Abs 340nm: 1.1; CatG inh: -8; CatL inh: -6; FXIa inh mix: 7; CatS inh: -3; C1s inh: -20

What do the screens show for `O=C(NCc1ccco1)Nc1ccc2snnc2c1`?
CatB block: -1; CatB mixtures: 2; FXIIa inh mix: -13; Abs 340nm: 1.1; CatG inh: 10; CatL inh: 0; FXIa inh mix: 2; CatS inh: -7; C1s inh: 5

How did c1ccc2c(c1)nc1n2CCN1CCNC1CCCCC1 do in these assays?
CatB block: 4; CatB mixtures: 4; FXIIa inh mix: 1; Abs 340nm: 1; CatG inh: 11; FXIa inh mix: 9; CatS inh: -4; C1s inh: 18

Results for O=C(OCC(=O)c1ccco1)c1ccc2ncsc2c1 ?
CatB block: 0; CatB mixtures: -1; FXIIa inh mix: 6; Abs 340nm: 1; CatG inh: 5; CatL inh: 4; FXIa inh mix: -8; CatS inh: -9; C1s inh: -14

What do the screens show for `O=C(NCc1n[nH]c(=S)n1-c1cccc(Cl)c1)c1ccc(S(=O)(=O)N2CCCC2)cc1`?
CatB block: 2; CatB mixtures: -2; FXIIa inh mix: 12; Abs 340nm: 1; CatG inh: 16; CatL inh: 12; FXIa inh mix: 4; CatS inh: 1; C1s inh: 19

Results for OC1(c2ccc(F)cc2)CCN(Cc2nnnn2Cc2cccs2)CC1 ?
CatB block: 8; CatB mixtures: 6; FXIIa inh mix: 1; Abs 340nm: 1; CatG inh: 13; CatL inh: 16; FXIa inh mix: 1; CatS inh: 9; C1s inh: 3

Results for O=C(Nc1ccon1)C(Sc1ccccc1)c1ccccc1 (stereo not given) ?
CatB block: -1; CatB mixtures: -3; FXIIa inh mix: 6; Abs 340nm: 1; CatG inh: -3; CatL inh: 0; FXIa inh mix: 4; CatS inh: 38; C1s inh: -9

Results for O=C(c1cc2ccccc2c(=O)o1)N1CCc2ccccc2C1 ?
CatB block: 5; CatB mixtures: 2; FXIIa inh mix: 11; Abs 340nm: 1.1; CatG inh: -2; CatL inh: 20; FXIa inh mix: -3; CatS inh: 16; C1s inh: 24

Results for O=C(NC1CCCCCC1)C1CCCN(S(=O)(=O)c2cnc[nH]2)C1 (stereo not given) ?
CatB block: 5; CatB mixtures: 4; FXIIa inh mix: 7; Abs 340nm: 1; CatG inh: 10; FXIa inh mix: 7; CatS inh: 1; C1s inh: 13

Results for Cc1c(NC(=O)CSc2nnnn2Cc2ccccc2)c(=O)n(-c2ccccc2)n1C ?
CatB block: -4; CatB mixtures: 8; FXIIa inh mix: 5; Abs 340nm: 1; CatG inh: 0; CatL inh: -6; FXIa inh mix: 10; CatS inh: 1; C1s inh: 3

What do the screens show for `COc1ccc(CCN(Cc2cc3cc(C)ccc3[nH]c2=O)C(=O)N2CCCC2)cc1OC`?
CatB block: -2; CatB mixtures: 6; FXIIa inh mix: 10; Abs 340nm: 1; CatG inh: 1; CatL inh: 4; FXIa inh mix: 8; CatS inh: 2; C1s inh: -1

Results for COC(=O)CNC(=O)c1ccc(=O)oc1 ?
CatB block: 3; CatB mixtures: 3; FXIIa inh mix: 7; Abs 340nm: 1.3; CatG inh: 4; CatL inh: 7; FXIa inh mix: 6; CatS inh: 8; C1s inh: -1

How did CC(=O)Nc1ccc(S(=O)(=O)Nc2ncccn2)cc1 do in these assays?
CatB block: 0; CatB mixtures: 1; FXIIa inh mix: 3; Abs 340nm: 1; CatG inh: 17; CatL inh: -2; FXIa inh mix: 6; CatS inh: -2; C1s inh: 15

Results for CC(C)NC(=O)C1CC(=O)N(c2ccc(F)c(Cl)c2)C1 (stereo not given) ?
CatB block: 2; CatB mixtures: 6; FXIIa inh mix: 4; Abs 340nm: 1; CatG inh: 11; CatL inh: 3; FXIa inh mix: 1; CatS inh: 5; C1s inh: 15

Results for Cc1ccc(S(=O)(=O)N(CCC#N)CCN2CCCC2)cc1 ?
CatB block: 1; CatB mixtures: 0; FXIIa inh mix: 9; Abs 340nm: 1; CatG inh: -5; CatL inh: 6; FXIa inh mix: 2; CatS inh: -1; C1s inh: 4

What do the screens show for `CCOC(=O)N1CCC(NC(=O)C2CCN(S(=O)(=O)c3cnc[nH]3)CC2)CC1`?
CatB block: -2; CatB mixtures: -3; FXIIa inh mix: 0; Abs 340nm: 0.98; CatG inh: -4; CatL inh: 12; FXIa inh mix: -13; CatS inh: -3; C1s inh: -44

Results for O=C(CC1OC(=O)c2ccccc21)NC1CCCCC1 (stereo not given) ?
CatB block: 5; CatB mixtures: 5; FXIIa inh mix: -20; Abs 340nm: 1; CatG inh: 10; CatL inh: -12; FXIa inh mix: 4; CatS inh: -10; C1s inh: 3

How did O=C(COC(=O)c1cc2ccccc2o1)c1ccccc1 do in these assays?
CatB block: 2; CatB mixtures: 3; FXIIa inh mix: 0; Abs 340nm: 1.1; CatG inh: 7; CatL inh: 6; FXIa inh mix: 3; CatS inh: 6; C1s inh: 13

Results for NC(=O)c1cc(N)ccc1N1CCCC1 ?
CatB block: 3; CatB mixtures: 2; FXIIa inh mix: 3; Abs 340nm: 1; CatG inh: -8; CatL inh: -14; FXIa inh mix: 2; CatS inh: 0; C1s inh: 3

What do the screens show for `C=CCc1ccccc1OCC(O)Cn1ccnc1C` (stereo not given)?
CatB mixtures: 3; FXIIa inh mix: 4; Abs 340nm: 1; CatG inh: 1; FXIa inh mix: 12; CatS inh: 13; C1s inh: -29

Results for COc1ccc(C(c2nnnn2Cc2cccs2)N2CCN(c3ccccc3F)CC2)cc1OC (stereo not given) ?
CatB block: 8; CatB mixtures: 5; FXIIa inh mix: -13; Abs 340nm: 1; CatG inh: -9; CatL inh: -4; FXIa inh mix: 4; CatS inh: 12; C1s inh: -1

Results for CCCNC(=O)c1cc(SC)ccc1Cl ?
CatB block: 2; CatB mixtures: -8; FXIIa inh mix: 12; Abs 340nm: 1; CatG inh: -12; CatL inh: 2; FXIa inh mix: -12; CatS inh: 4; C1s inh: -34

Results for CCc1nnc(NC(=O)CSc2nnc(Cc3ccccc3)o2)s1 ?
CatB block: 2; CatB mixtures: -2; FXIIa inh mix: 7; Abs 340nm: 0.99; CatG inh: 9; CatL inh: -2; FXIa inh mix: 0; CatS inh: -1; C1s inh: 3

What do the screens show for `COCCCNC(=O)c1ccc(N(C)S(=O)(=O)c2ccc(OC)cc2)cc1`?
CatB block: 2; CatB mixtures: -1; FXIIa inh mix: 1; Abs 340nm: 1.1; CatG inh: -17; CatL inh: -1; FXIa inh mix: 0; CatS inh: -3; C1s inh: -14

How did COC(=O)c1cn(C)c2ccc(S(=O)(=O)N3CCCC3)cc2c1=O do in these assays?
CatB block: -2; CatB mixtures: 0; FXIIa inh mix: -3; Abs 340nm: 1.1; CatG inh: 2; CatL inh: 7; FXIa inh mix: 17; CatS inh: 17; C1s inh: -5

Quoted at random: 2 records from the list.
What do the screens show for `C=CCc1ccccc1OCC(O)Cn1ccnc1C` (stereo not given)?
CatB mixtures: 3; FXIIa inh mix: 4; Abs 340nm: 1; CatG inh: 1; FXIa inh mix: 12; CatS inh: 13; C1s inh: -29

Results for CCc1nnc(NC(=O)CSc2nnc(Cc3ccccc3)o2)s1 ?
CatB block: 2; CatB mixtures: -2; FXIIa inh mix: 7; Abs 340nm: 0.99; CatG inh: 9; CatL inh: -2; FXIa inh mix: 0; CatS inh: -1; C1s inh: 3

For convenience, 5 of the compounds above:
Results for NC(=O)c1cc(N)ccc1N1CCCC1 ?
CatB block: 3; CatB mixtures: 2; FXIIa inh mix: 3; Abs 340nm: 1; CatG inh: -8; CatL inh: -14; FXIa inh mix: 2; CatS inh: 0; C1s inh: 3

What do the screens show for `C=CCc1ccccc1OCC(O)Cn1ccnc1C` (stereo not given)?
CatB mixtures: 3; FXIIa inh mix: 4; Abs 340nm: 1; CatG inh: 1; FXIa inh mix: 12; CatS inh: 13; C1s inh: -29

Results for COc1ccc(C(c2nnnn2Cc2cccs2)N2CCN(c3ccccc3F)CC2)cc1OC (stereo not given) ?
CatB block: 8; CatB mixtures: 5; FXIIa inh mix: -13; Abs 340nm: 1; CatG inh: -9; CatL inh: -4; FXIa inh mix: 4; CatS inh: 12; C1s inh: -1

Results for CCCNC(=O)c1cc(SC)ccc1Cl ?
CatB block: 2; CatB mixtures: -8; FXIIa inh mix: 12; Abs 340nm: 1; CatG inh: -12; CatL inh: 2; FXIa inh mix: -12; CatS inh: 4; C1s inh: -34

Results for CCc1nnc(NC(=O)CSc2nnc(Cc3ccccc3)o2)s1 ?
CatB block: 2; CatB mixtures: -2; FXIIa inh mix: 7; Abs 340nm: 0.99; CatG inh: 9; CatL inh: -2; FXIa inh mix: 0; CatS inh: -1; C1s inh: 3

Some of the compounds tested; rates above refer to the full screens.
